Assay outcomes deposited in PubChem by Sanford-Burnham Center for Chemical Genomics.
SENP7 inh – blocks the human protease SENP7; Q9BQF6; recombinant SENP7, Z-RLRGG-aminoluciferin luminescence, 40 min; inhibition, % at 5 µM; 330,000 compounds, 1.5% hits; AID 434973;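 active = inhibition above about 50% at the single test dose, limit read from the data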;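 note: plate controls were DMSO with enzyme for no effect and no enzyme buffer wells for full effect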
NALP3 yeast inh – blocks the NALP3 inflammasome reconstituted in yeast; Yeast reconstituted NLRP3/ASC/caspase-1, beta-gal luminescence, 24 h; inhibition, % at 10 µM; 330,000 compounds, 0.39% hits; AID 2825;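 active = inhibition of 50% or more; inactive = inhibition below 50%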;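 note: plate controls were induced DMSO wells for no effect and uninduced yeast grown without galactose for full effect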
SENP6 block – inhibitors of human SENP6 protease; Q9GZR1; Recombinant SENP6 catalytic domain, aminoluciferin luminescence; inhibition, % at 10 µM; 330,000 compounds, 1.8% hits; AID 2599;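 active = inhibition above about 50% at the single tested dose, limit read from the data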;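 note: plate controls were DMSO wells with enzyme for no effect and DMSO wells lacking enzyme for full effect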
Target sequence (Q9GZR1 628-1112 limits assumed): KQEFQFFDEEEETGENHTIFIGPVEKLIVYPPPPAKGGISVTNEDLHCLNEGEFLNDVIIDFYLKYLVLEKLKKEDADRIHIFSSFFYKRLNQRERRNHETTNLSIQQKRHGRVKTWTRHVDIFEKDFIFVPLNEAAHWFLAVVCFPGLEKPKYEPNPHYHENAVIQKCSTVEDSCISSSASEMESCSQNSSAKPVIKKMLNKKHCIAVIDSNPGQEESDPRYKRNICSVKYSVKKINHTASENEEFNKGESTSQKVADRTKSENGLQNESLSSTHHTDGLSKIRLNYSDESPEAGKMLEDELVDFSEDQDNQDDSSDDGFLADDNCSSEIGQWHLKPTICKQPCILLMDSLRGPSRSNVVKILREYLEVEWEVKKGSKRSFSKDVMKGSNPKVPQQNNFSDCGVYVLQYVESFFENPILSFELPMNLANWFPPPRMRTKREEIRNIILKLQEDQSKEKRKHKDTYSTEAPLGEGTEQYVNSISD
SENP1 inh – SENP1 (human) catalytic domain inhibition; Q9P0U3; recombinant SENP1 catalytic domain, CyPet-SUMO1-YPet FRET cleavage; inhibition, % at 10 µM; 360,000 compounds, 0.21% hits;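 active = inhibition at least 30% at 10 µM, raw YFP signal under a set limit, fluorescence ratio 0.5 to 1.5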;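 note: 0% = enzyme with DMSO and 100% = no enzyme wells; some results filed as inactive read as strong as hits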
Target sequence (Q9P0U3 419-644 limits assumed): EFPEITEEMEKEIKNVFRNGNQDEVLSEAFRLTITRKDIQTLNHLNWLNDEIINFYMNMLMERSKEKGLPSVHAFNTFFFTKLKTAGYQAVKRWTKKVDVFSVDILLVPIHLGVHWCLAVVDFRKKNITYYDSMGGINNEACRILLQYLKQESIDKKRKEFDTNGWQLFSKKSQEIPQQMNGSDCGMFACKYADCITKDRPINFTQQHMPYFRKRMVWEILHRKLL
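Material: hSENP1 catalytic domain, recombinant; medium: Tris pH 8 with BME, BSA, NP40 and catalase; compound: single concentration of 10 µM compound, 0.5% DMSO final; technique: FRET read of cyan and yellow fluorescence; timing: 50 min enzyme reaction, room temperature, light-protected; reagent: SFCypet-SUMO1-SFYpet substrate at 25 nM; control set: no-enzyme low, enzyme-DMSO high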
Apaf-1 inh – inhibitors of human Apaf-1 apoptosome. O14727. reconstituted apoptosome caspase-3 activity, DEVD-Rh110 fluorescence. inhibition, % at 20 µM. 330,000 compounds, 0.71% hits. AID 489030; active = inhibition of at least 40% at 20 µM;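 note: plate controls were DMSO wells for no effect and DEVD-CHO caspase inhibitor wells for full effect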
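Material: biochemical Apaf-1 apoptosome reconstitution. Medium: Hepes buffer, pH 7.5. Also added: cytochrome c activation, bis-DEVD rhodamine 110 substrate. Timing: 30 min compound preincubation, 50 min activation, room temperature. Measured by: rhodamine 110 fluorescence at Ex 480/Em 540 nm.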
SENP8 block-1 – SENP8 (human) protease inhibition; 360,000 compounds, 0.64% hits; AID 602440; recombinant SENP8, Nedd8 substrate fluorescence; inhibition, % at 20 µM; in the data active = inhibition mostly above about 40%, no sharp cut-off; inactive = mostly below about 27%
Target sequence (Q96LD8 whole entry, looked up): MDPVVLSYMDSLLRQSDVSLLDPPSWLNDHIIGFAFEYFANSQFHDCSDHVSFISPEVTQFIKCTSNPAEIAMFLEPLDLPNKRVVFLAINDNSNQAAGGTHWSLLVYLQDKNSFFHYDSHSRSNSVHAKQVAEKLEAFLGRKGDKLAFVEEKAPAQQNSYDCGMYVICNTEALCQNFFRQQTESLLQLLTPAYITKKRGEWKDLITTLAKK
SENP8 block-2 – SENP8 protease inhibition | Q96LD8 | purified SENP8, Z-RLRGG-aminoluciferin cleavage, luminescence | inhibition, % at 10 µM | 330,000 compounds, 1.2% hits | AID 2540; in the data active = inhibition above about 50%
HKDC1 inhibitor – inhibitors of human hexokinase HKDC1; recombinant HKDC1, G6PDH/diaphorase resazurin coupled fluorescence; Q2TB90; 340,000 compounds, 0.16% hits; AID 493160; inhibition, % at 20 µM;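 active = inhibition above about 35% when tested at 20 µM, limit read from the data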;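 note: plate controls were DMSO wells with enzyme for no effect and DMSO wells lacking enzyme for full effect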
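Assay system: in-house recombinant HK5 (HKDC1) enzyme. Input: HKDC1 at 5 µg/mL. Medium: Tris pH 8.0 buffer with MgCl2, Tween-20, BSA, BME. Dosing: single 20 µM dose. Schedule: 90 min reaction incubation at room temperature, dark. Signal: resazurin-to-resorufin fluorescence via G6PDH and diaphorase coupling, 525/613 nm. Controls: DMSO-enzyme wells negative, buffer-substituted wells positive.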
PfG6PD inh – PfG6PD (Plasmodium falciparum) enzyme inhibition | 350,000 compounds, 0.78% hits | PfGluPho enzyme, NADPH resazurin-diaphorase fluorescence | inhibition, % at 20 µM;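 active = inhibition reaching at least a set limit at 20 µM in the primary screen, cut at about 59% in these data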;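 note: 0% = DMSO wells with substrate and 100% = DMSO wells lacking glucose-6-phosphate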
Starred values were filed as active, the others as inactive; / = not tested or not shown.

Each structure is followed by: SENP7 inh	NALP3 yeast inh	SENP6 block	SENP1 inh	Apaf-1 inh	SENP8 block-1	SENP8 block-2	HKDC1 inhibitor	PfG6PD inh
> CC1=C2CCC3C(CCC4=CC(=O)CCC43C)C2CC1 (stereo not drawn)
    /	/	/	3	/	6	/	-1	-5
> CCCn1nc2ccccc2c1P(=O)(N1CCOCC1)N1CCOCC1
    -1	0	7	1	-12	5	4	-6	-1
> Cc1cccc(OP(=O)(Nc2ccc(F)cc2)Oc2cccc(C)c2)c1
    -5	5	-37	0	18	5	-8	3	6
> COc1ccc2nc(NC(=O)CCc3nc(C4=CCN(C)CC4)no3)sc2c1
    -15	1	-9	-5	18	-14	-12	3	11
> N#CC(C#N)=C(N)c1cccnc1
    -12	12	-24	1	-9	6	-5	-8	3
> COc1ccc(N2C(=O)CC(N3CCC(n4c(=O)[nH]c5ccccc54)CC3)C2=O)cc1 (stereo not drawn)
    1	20	8	1	4	10	-3	-13	-6
> CCOC(=O)C1=C(N)OC(C)=C(C(=O)OCCOC)C12C(=O)Nc1ccccc12 (stereo not drawn)
    4	19	16	2	5	20	0	-4	-13
> Cn1c(O)c(/C=N/N2CCOCC2)c(=O)n(-c2ccccc2)c1=S
    5	8	-1	1	-11	22	0	-5	-3
> O=C(NCC(c1cccnc1)N1CCOCC1)Oc1ccccc1 (stereo not drawn)
    4	-1	1	-1	0	4	-3	6	0
> O=C(c1ccc(C(F)(F)F)cc1)C1CCCN(Cc2ccc(CO)o2)C1 (stereo not drawn)
    2	13	-14	-4	-19	11	-4	-10	13

Sorted by length of the SMILES (smallest number first): some entries from above.
Each structure is followed by: SENP7 inh	NALP3 yeast inh	SENP6 block	SENP1 inh	Apaf-1 inh	SENP8 block-1	SENP8 block-2	HKDC1 inhibitor	PfG6PD inh
> CC1=C2CCC3C(CCC4=CC(=O)CCC43C)C2CC1 (stereo not drawn)
    /	/	/	3	/	6	/	-1	-5
> CCCn1nc2ccccc2c1P(=O)(N1CCOCC1)N1CCOCC1
    -1	0	7	1	-12	5	4	-6	-1
> Cc1cccc(OP(=O)(Nc2ccc(F)cc2)Oc2cccc(C)c2)c1
    -5	5	-37	0	18	5	-8	3	6
> COc1ccc2nc(NC(=O)CCc3nc(C4=CCN(C)CC4)no3)sc2c1
    -15	1	-9	-5	18	-14	-12	3	11
> CCOC(=O)C1=C(N)OC(C)=C(C(=O)OCCOC)C12C(=O)Nc1ccccc12 (stereo not drawn)
    4	19	16	2	5	20	0	-4	-13

(more compounds)
Each structure is followed by: SENP7 inh	NALP3 yeast inh	SENP6 block	SENP1 inh	Apaf-1 inh	SENP8 block-1	SENP8 block-2	HKDC1 inhibitor	PfG6PD inh
> CCCN(CC1CC1)CC(O)c1ccccc1 (stereo not drawn)
    -1	3	8	2	3	13	9	-5	-16
> CCCC1CCCCC12C(=O)NC(=O)NC2=O (stereo not drawn)
    /	/	/	-1	/	8	/	0	-11
> Cc1cccc(OP(N)(=O)Oc2cccc(C)c2)c1
    4	29	-10	3	-3	16	-9	3	-6
> CCCCCCN=C(C)c1c(O)n(Cc2ccccc2)c(=O)[nH]c1=O
    -8	-2	-3	2	25	2	-4	1	-13
> COc1ccc(CNCCc2c(C)[nH]c3ccc(OC(F)(F)F)cc23)c(OC)c1
    -7	12	-6	0	10	14	-5	-3	14
> CCCCN=Cc1c(O)n(-c2c(C)cc(C)cc2C)c(=O)[nH]c1=O
    3	-8	11	1	6	10	0	-5	1
> Clc1ccc(N2CCN(Cc3ccccc3Cl)CC2)cc1
    -7	1	17	2	9	10	-12	-8	3
> CCOc1ccc(-c2cc(C(=O)N3CCC4(CC3)OCCO4)c3ccccc3n2)cc1
    /	/	/	0	/	-425	/	-2	18
> Cc1cc(N)n(C2CCN(C)CC2)n1
    -9	-5	-10	2	12	20	-3	2	2
> O=C(COc1ccc2ccccc2c1)N1CCN(Cc2ccncc2)CC1
    -12	17	4	3	8	21	8	2	-6

Following part:
Each structure is followed by: SENP7 inh	NALP3 yeast inh	SENP6 block	SENP1 inh	Apaf-1 inh	SENP8 block-1	SENP8 block-2	HKDC1 inhibitor	PfG6PD inh
> CC1=NCCc2c1[nH]c1ccccc21
    -6	11	-2	-66	27	4	-7	-2	17
> Cc1ccc(N2C(=O)NC(=O)/C(=C\c3cccn3C(C)(C)C)C2=O)cc1
    7	9	0	-1	-5	12	6	2	-1
> O=C(Nc1nc(-c2ccccc2)c(-c2ccccc2)s1)c1ccc(S(=O)(=O)N(CCCl)CCCl)cc1
    -4	0	-15	2	-7	-47	-8	-5	-16
> Cc1nc2cc(C(=O)N3CCC4(CC3)OCCO4)ccc2n1-c1ccc(Br)cc1
    10	16	-3	2	10	-6	-4	-4	9
> Cn1c(O)c(/C=C2\N=c3ccccc3=C2CCNC(=S)NC2CC2)c(=O)n(C)c1=O
    12	7	-3	-8	19	-7	-2	10	47
> CC(OC(=O)c1cn(C)c2ccccc12)C(=O)N1CCCC1 (stereo not drawn)
    1	19	-12	0	6	7	5	3	1
> CCOc1cc2c(cc1OCC)-n1cccc1C(c1cccc(F)c1)NC2 (stereo not drawn)
    1	21	-3	1	8	16	-3	-4	16
> CCC1(NS(=O)(=O)c2ccc(N)cc2)C(=O)N(C)C(=O)N(C)C1=O
    /	/	/	0	/	-2	/	-1	-2
> O=C(c1ccccc1F)c1cn(CC(=O)N2CCCC2)c2ccccc12
    1	3	-13	2	7	11	-4	-8	17
> COc1cc2c(cc1O)CC1c3c(cc(O)c(OC)c3-2)CCN1C (stereo not drawn)
    13	25	7	-2	-8	-99	-15	10	5

Given with each value named: two of the compounds above.
> CCC1(NS(=O)(=O)c2ccc(N)cc2)C(=O)N(C)C(=O)N(C)C1=O
  SENP7 inh: / | NALP3 yeast inh: / | SENP6 block: / | SENP1 inh: 0 | Apaf-1 inh: / | SENP8 block-1: -2 | SENP8 block-2: / | HKDC1 inhibitor: -1 | PfG6PD inh: -2

> O=C(c1ccccc1F)c1cn(CC(=O)N2CCCC2)c2ccccc12
  SENP7 inh: 1 | NALP3 yeast inh: 3 | SENP6 block: -13 | SENP1 inh: 2 | Apaf-1 inh: 7 | SENP8 block-1: 11 | SENP8 block-2: -4 | HKDC1 inhibitor: -8 | PfG6PD inh: 17

Next records:
Each structure is followed by: SENP7 inh	NALP3 yeast inh	SENP6 block	SENP1 inh	Apaf-1 inh	SENP8 block-1	SENP8 block-2	HKDC1 inhibitor	PfG6PD inh
> Cc1cc(OCC(=O)N2CCC(C(=O)O)(c3ccccc3)CC2)c2c(C)c(C)c(=O)oc2c1
    7	7	-21	-1	-8	-194	-15	0	10
> C=CCN1C(=O)NC(=O)/C(=C\c2ccc(-c3ccccc3[N+](=O)[O-])o2)C1=O
    -2	22	16	0	-8	14	5	1	52
> Cc1ccc(S(=O)(=O)NC(Cc2cnc[nH]2)C(=O)O)cc1 (stereo not drawn)
    4	-2	-5	1	6	18	4	-13	-7
> COc1cccc(N2C(=O)NC(=O)/C(=C\c3ccc([N+](=O)[O-])s3)C2=O)c1
    8	17	30	17	33	30	8	3	56
> CC/C(=N\N1CCCCCC1)c1c(O)n(-c2ccc(C)cc2)c(=O)[nH]c1=O
    7	-11	-27	-23	14	17	-2	-8	5
> CCC(C)n1c(O)c(C=NC(C)c2ccccc2)c(=O)[nH]c1=S (stereo not drawn)
    8	4	-9	1	17	3	-6	3	-3
> CCCCCCC(C)(C)c1ccc([C@@H]2C[C@H](O)CC[C@H]2CCCO)c(O)c1
    10	20	6	2	28	2	7	1	25
> Cc1cc(C(=O)N2CCC3(CC2)OCCO3)cs1
    2	10	6	0	-7	17	6	-8	-1
> N#CC1=C(N)Oc2cc(O)ccc2C1c1ccc2c(c1)OCO2 (stereo not drawn)
    -5	3	-4	-141	-2	14	5	9	-9
> CCOc1ccc(C2C(C#N)=C(N)Oc3c2c(=O)oc2ccccc32)cc1 (stereo not drawn)
    -2	4	-9	1	-3	-36	8	-7	-23

Continuation.
Each structure is followed by: SENP7 inh	NALP3 yeast inh	SENP6 block	SENP1 inh	Apaf-1 inh	SENP8 block-1	SENP8 block-2	HKDC1 inhibitor	PfG6PD inh
> Cc1cccc(-n2c(/C=C/c3ccc([N+](=O)[O-])o3)nc3ccccc3c2=O)c1
    5	23	-4	-27	10	-2	1	1	7
> Cc1ccc(CS(=O)(=O)CCC(=O)N2CCC3(CC2)OCCO3)cc1
    6	8	-1	1	8	16	-3	0	-23
> Cc1cc(C)n(CCOC(=O)C2C(C=C(Cl)Cl)C2(C)C)n1 (stereo not drawn)
    -5	13	0	0	26	5	-9	-3	-1
> CSCc1nnc2n1-c1ccc(Cl)cc1C(c1ccccc1)=NC2
    -4	7	-5	1	9	0	-2	0	-16
> Cc1ccc(CC2C(=O)N(C)C(=O)N(C)C2=O)s1
    -3	12	-1	3	-1	13	-3	9	41
> O=c1[nH]c(=O)n(Cc2ccc(F)cc2)c(O)c1C=NCc1cccnc1
    2	31	9	2	-6	12	7	-9	-7
> Cc1ccc(N2C(=O)NC(=O)/C(=C\c3ccsc3)C2=O)cc1C
    6	3	7	/	-6	/	0	/	/
> O=C1NC(=S)N(c2ccccc2)C(=O)/C1=C/c1ccco1
    -4	22	13	-18	9	-1	5	68*	19
> COCCOC(=O)c1c(C)n(C)c2ccc(OC(=O)N(C)C)cc12
    6	6	1	1	-16	28	-7	-6	5
> COc1ccccc1N1CCN(Cc2c(F)cccc2Cl)CC1
    3	12	-13	1	4	9	-12	2	3
> O=C1NC(=O)N(c2ccc3c(c2)OCO3)C(=O)/C1=C/c1ccc(N2CCCC2)o1
    6	20	2	27	3	14	-1	-6	7
> CN(C)C(=O)Oc1ccc(Cl)c2ccccc12
    1	3	-3	3	13	18	3	-3	9

This is a subset; count on the stated rates, not on these rows.
